KLK7 zymogen act – proKLK7 (human) activation, primary screen; 370,000 tested, 0.9% active; purified proKLK7, EDANS-DABCYL substrate fluorescence; 100% is mature enzyme control, 0% vehicle; P49862; activation, % at 7 µM;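 active = activation above the mean of all tested compounds plus 3 SD, computed per campaign excluding outliers beyond control limits, cut at about 13% in these data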
ASAP1 inh – inhibitors of human ASAP1 ArfGAP activity; ASAP1-stimulated ARF1 GTP hydrolysis, GDP FP detection; inhibition, % at 16.5 µM; AID 624377; 360,000 tested, 0.19% active; in the data active = inhibition above about 25%;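 also: 0% = vehicle with enzyme and substrate and 100% = no enzyme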
MBD2 inh – blocks human MBD2 binding to methylated DNA; Q9UBB5; TR-FRET, MBD2 binding to methylated oligonucleotide; inhibition, % at 4.4 µM; 370,000 tested, 0.31% active; AID 686964; in the data active = inhibition above about 13%
ADAM17 inh – inhibitors of human ADAM17 | P78536 | recombinant ADAM17, EDANS/DABCYL FRET peptide cleavage | inhibition, % at 6.95 µM | 370,000 tested, 0.83% active;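 active = inhibition above the mean of compounds lying between control limits plus 3 SD, set per campaign, cut at about 8.5% in these data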;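 also: 0% = DMSO-only wells as the low control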
PLC-gamma1 inh – blocks human PLC-gamma1 enzyme activity; purified PLC-gamma1, fluorogenic substrate, fluorescence; inhibition, % at 12.2 µM; 370,000 tested, 0.84% active; AID 720700; in the data active = inhibition above about 9.5%
DDE Tn7 FP inh – DD(E)-Tn7 binding inhibition, primary FP screen; P02675; 370,000 tested, 0.13% active; inhibition, % at 8.3 µM; FP displacement of FITC-Tn7 peptide from fibrin DD(E); 0% = median of compound wells per plate;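 active = inhibition above the mean of compounds falling within the control limits plus 3 SD of them, cut at about 14% in these data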;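 also: 0% = plate median of compound wells and 100% = 10 µM Aha-Tn7 peptide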
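system = human fibrin DD(E) protein | quantity = DD(E) 2 µM final | medium = Tris/NaCl/CaCl2 buffer, pH 7.8 | also added = labelled Tn7 tracer, 0.1 µM | compound dosing = single point at 8.3 µM | timing = compound with protein 10 min, then 3 h after probe, room temperature | signal = FP measurement | benchmarks = Aha-Tn7 high control | repeats = one replicate per compound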
PLC-beta3 inh – PLC-beta3 (human) inhibition, primary screen | Q01970 | AID 720704 | inhibition, % at 12.2 µM | Purified PLC-beta3, fluorogenic substrate, fluorescence | 370,000 tested, 0.18% active; in the data active = inhibition above about 11%;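 also: 0% = median of compound wells on plate and 100% = full blocker control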
ARFGAP1 inh – rat ARFGAP1 inhibition. 360,000 tested, 0.26% active. AID 651572. inhibition, % at 16.5 µM. Arfgap1-stimulated ARF1 GTP hydrolysis, GDP FP detection;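 active = inhibition above a per-plate limit, mean inhibition of low control wells plus 3 SD, cut at about 25% in these data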;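 also: 0% = DMSO wells with enzyme and 100% = wells lacking Arfgap1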
Target sequence (Q62848 1-136 limits assumed): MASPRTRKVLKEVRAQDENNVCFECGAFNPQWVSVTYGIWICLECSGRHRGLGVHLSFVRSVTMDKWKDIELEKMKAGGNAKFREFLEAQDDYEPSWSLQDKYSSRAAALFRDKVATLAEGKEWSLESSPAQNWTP
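Replicates: Single well per compound | Assay system: Truncated rat Arfgap1 GAP domain | Control set: No-Arfgap1 wells (100%) versus DMSO full-reaction wells (0%) | Times: Enzyme reaction 120 min at 25 °C after 20 min preincubation | Reagent: Human ARF1(Δ1-17)-GTP substrate | Measured by: Tracer-displacement fluorescence polarization with EDTA stop, 620/688 nm | Measure: Percent inhibition of Arfgap1-stimulated GTP hydrolysis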
UHRF1 binding – UHRF1 methyl-DNA binding inhibition; UHRF1 binding to methylated oligo, TR-FRET; inhibition, % at 4.4 µM; 370,000 tested, 0.75% active; in the data active = inhibition above about 21%;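 also: UHRF1 SRA domain binding a hemimethylated CpG hairpin DNA probe; 0% = median of test compound wells and 100% = reference inhibitor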
Target sequence (Q96T88 whole entry, looked up, the tested form may be a part): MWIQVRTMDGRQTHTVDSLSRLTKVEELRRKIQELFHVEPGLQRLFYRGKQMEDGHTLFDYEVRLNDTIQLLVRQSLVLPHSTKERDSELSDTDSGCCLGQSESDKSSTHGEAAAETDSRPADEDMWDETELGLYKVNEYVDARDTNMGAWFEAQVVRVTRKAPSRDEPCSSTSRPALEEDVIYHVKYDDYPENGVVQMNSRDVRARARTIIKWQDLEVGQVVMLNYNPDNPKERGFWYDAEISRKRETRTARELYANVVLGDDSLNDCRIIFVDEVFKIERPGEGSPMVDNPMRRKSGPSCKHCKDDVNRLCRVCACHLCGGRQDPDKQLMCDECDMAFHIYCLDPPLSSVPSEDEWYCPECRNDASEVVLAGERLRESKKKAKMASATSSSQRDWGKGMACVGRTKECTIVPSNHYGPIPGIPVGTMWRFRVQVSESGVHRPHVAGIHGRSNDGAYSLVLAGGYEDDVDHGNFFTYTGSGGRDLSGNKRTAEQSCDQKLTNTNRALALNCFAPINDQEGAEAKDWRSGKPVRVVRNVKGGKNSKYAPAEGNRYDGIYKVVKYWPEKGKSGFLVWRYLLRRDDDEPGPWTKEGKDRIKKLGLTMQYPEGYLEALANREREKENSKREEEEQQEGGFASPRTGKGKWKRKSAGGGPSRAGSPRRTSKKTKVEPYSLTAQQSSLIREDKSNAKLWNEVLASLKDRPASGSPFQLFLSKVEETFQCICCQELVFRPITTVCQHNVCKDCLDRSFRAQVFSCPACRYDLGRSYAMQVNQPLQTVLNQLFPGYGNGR
DDE Tn6 FP inh – disrupts Tn6 cyclic peptide binding to fibrin D-Dimer-E complex; P02675; 370,000 tested, 0.21% active; AID 720509; Fibrin DD(E) TRITC-Tn6 fluorescence polarization displacement; inhibition, % at 8.3 µM;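 active = inhibition above a per-campaign cutoff: mean of compounds within control limits plus 3 SD, cut at about 15% in these data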;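 also: 0% = median of all compound wells on the plate and 100% = blocking peptide control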
* = called active by the depositor; . = not tested or not shown; & = joins results of further samples.

KLK7 zymogen act	ASAP1 inh	MBD2 inh	ADAM17 inh	PLC-gamma1 inh	DDE Tn7 FP inh	SMILES	PLC-beta3 inh	ARFGAP1 inh	UHRF1 binding	DDE Tn6 FP inh
0.8	3	3	4	-3	5	CC(C)c1ccc(NC(=O)[C@H](NC(=O)[C@@H]2Cc3ccccc3CN2)c2ccccc2)cc1	0	11	-1	2
0.9&0.8	11&5	-1&0	1&-3	-9&-10	-7&0	COc1ccc(C2CC=C(C(C)=O)CN2S(=O)(=O)c2ccc(Cl)cc2)cc1 (configuration not stated)	-12&-14	1&7	0&2	-3&2
-0.6	-6	-1	0	3	-1	Cc1ccc(S(=O)(=O)Cn2nnnc2C(C(C)C)N2CCC(C(N)=O)CC2)cc1 (configuration not stated)	-8	1	1	1
0.3	-1	2	0	5	4	Cc1ccc(NC(=O)CCNC(=O)c2ccccc2Cl)cc1S(=O)(=O)N1CCCCCC1	-4	-2	-1	5
0.0	-6	-3	-2	-3	-2	CC(C)(CC(=O)O)CC(=O)N1CCCN(c2nccc(C(F)(F)F)n2)CC1	-10	0	-3	-3
0.1	12	2	-1	1	8	Cc1ccc(NC2c3ncccc3C(=O)N2Cc2ccco2)c(C)c1 (configuration not stated)	0	0	12	5
0.2	-15	1	3	1	5	COC(=O)c1ccc(N=Nc2c(C)[nH]n(-c3ccccc3)c2=O)cc1	-4	-2	-1	5
0.2	11	5	6	3	-4	OC(c1ccccc1)(c1ccccc1)C1CCN(C(=S)NCCc2ccccc2)CC1	-2	8	4	-1
1.1	5	0	-4	-5	2	O=C(Nc1cccc(S(=O)(=O)NC2=NCCCCC2)c1)c1ccc(Cl)cc1	0	16	3	7
-29	9	6	-2	-2	1	COc1cccc(NC(=O)c2ccc(N3C(=O)C4CCC(C)CC4C3=O)cc2)c1 (configuration not stated)	-8	9	7	0
0.9	-1	-2	4	2	2	Cc1n[nH]c(C)c1S(=O)(=O)N1CCCC(C(=O)N2CCN(c3ccc(Cl)cc3)CC2)C1 (configuration not stated)	3	-8	-1	-2
-0.2	-12	-4	0	-3	-3	Cc1ccc(S(=O)(=O)N2CCN(C(=O)CN3C(=O)c4ccc([N+](=O)[O-])cc4C3=O)CC2)cc1C	-10	-2	-1	-9
0.2	4	3	1	4	-5	O=C(CC1CCCC1)Nc1ccc2c(c1)CCC2	7	11	0	4
0.5	2	4	-6	-5	2	COc1cccc(NC(=O)Nc2cccs2)c1	-6	-9	-4	-1
-0.5	0	5	-7	1	-5	CC(C)CCNC(=O)[C@@H](Cc1ccccc1)NC(=O)CC[C@H]1O[C@@H](n2ccc(=O)[nH]c2=O)[C@H](O)[C@@H]1O	1	8	0	-5
-0.1	7	3	-3	2	-5	CC(NC(=O)C(=S)N1CCN(C)CC1)c1ccccc1 (configuration not stated)	-6	1	21*	-13
0.8	-12	-5	-2	-3	-1	CCc1noc(C)c1C(=O)OCC(=O)NCCc1ccc(OC)cc1	-4	6	-1	2
-0.2	9	-5	-2	2	-2	COc1ccc(C(=O)N2CCCCC2)cc1S(=O)(=O)Nc1cccc(C(=O)O)c1	1	-5	3	-11
-0.9	-1	3	-5	9	-5	CCn1c(=O)c2c3c(sc2n2c(SCc4ccc(F)cc4)nnc12)CCCC3	-7	3	4	-10
-1.0	6	3	-1	-1	-1	COc1ccccc1CNC(=O)C1(c2ccc(Cl)cc2)CC1	1	-4	2	4
0.1	2	2	-2	1	4	CCN(CC)CCN=C1CCCc2ccccc2N1	5	0	-2	-1
0.6	3	-2	-4	-6	-3	O=C(NCc1ccco1)/C(=C\c1ccco1)NC(=O)c1ccccc1Cl	-20	4	-3	3
-1.0	-3	3	-3	-9	1	Oc1ccc(/C=N/Nc2nccnc2Cl)c(O)c1	-13	-4	-2	3
-0.1	9	-1	0	3	-8	CN(Cc1ccon1)C(=O)C1CCC(=O)N(CCc2ccc(Cl)cc2)C1 (configuration not stated)	-5	18	3	-5
0.4	-5	-4	-4	-4	7	CCc1nnc(NC(=O)CSc2nc3ccccc3o2)s1	-1	-14	-2	1
-8.4	9	3	-59	-200	-3	N#Cc1ccc(/C=N/NC(=O)c2cc(-c3cccs3)nc3ccccc23)cc1	-247	6	-6	-18
-0.1	11	-4	0	-6	-1	CCN(CC)S(=O)(=O)c1ccc(N2CCCC2)c(NC(=O)C2=COCCO2)c1	-12	22	-1	1
0.9	3	-2	3	-7	8	C/C(=N\NC(=O)c1ccccc1-n1cccc1)c1ccccn1	-18	1	3	1
-0.6	-6	-1	1	1	-4	CCCCNC(=O)C1(O)c2cc(Br)ccc2NC(=O)N1c1cccc(OC)c1 (configuration not stated)	7	3	0	5
-0.3	-7	0	5	1	-3	Cc1ccc(S(=O)(=O)N2[C@@H](c3ccccc3F)C(C(=O)O)=CC[C@H]2c2cccc(C)c2)cc1	4	-12	-1	5
-0.5	4	-6	-2	-2	4	CC1CCN(c2nc(N3CCCCC3)nc(N3CCCCC3)n2)CC1	2	7	1	3
-0.7	-1	2	0	1	0	COc1ccc(S(=O)(=O)N2CCN(CCOc3ccccc3Cl)CC2)cc1OC	-5	3	0	7
-0.6	5	-7	-8	5	0	NS(=O)(=O)c1ccc(NC(=O)COC(=O)C2CC2)cc1	-1	9	1	0
0.4	-8	-3	-7	-53	-3	C[C@@H]1ON(C)[C@H]2C[C@H]3c4cc(N5CCOCC5)ccc4CCN3C(=O)[C@@H]12	-66	7	-1	4
0.9	11	2	17*	5	-1	Cc1ccc(S(=O)(=O)N(C)C[C@H]2Oc3cc(Br)ccc3S(=O)(=O)N([C@H](C)CO)C[C@H]2C)cc1	4	-4	0	-3
-0.1	10	-1	-3	-15	-1	Cc1ccc(OCC(=O)N/N=C/C=C/c2ccco2)cc1C	-14	3	-4	5
1.2	2	-7	-5	-22	-8	O=C(Nc1ccccc1)/C(=C\c1ccco1)NC(=O)c1ccco1	-80	-1	-4	-1
0.2	1	2	-1	0	1	COc1ccc(Nc2nc(OC)nc(OC)n2)cc1	-4	-18	-1	4
-0.2	-10	1	-3	5	5	COc1ccc(CCN2CC(C(=O)O)CC2=O)cc1OC (configuration not stated)	0	-2	3	3
-0.3	-1	-3	-2	0	5	O=c1ccn(Cc2ccccc2)c2ccccc12	3	-4	1	7
0.1	0	-1	-1	1	-1	CC(NC(=O)C(NC(=O)C1CCCN1C(=O)OC(C)(C)C)C(C)C)C(N)=O (configuration not stated)	2	9	2	-4
-0.8	4	-2	-3	-7	-6	O=C(N/C(=C\c1cccnc1)c1nc2ccccc2[nH]1)c1cccc(Br)c1	-5	8	-5	-3
0.1	4	0	-7	-1	5	CCn1c(CNc2ccc(Cl)cc2)nnc1SCCN1CCCCC1	0	14	1	-6
-0.3	-4	4	-2	0	-5	Cc1ccc(C(=O)OCC(=O)N2C(C)CCCC2C)cc1S(=O)(=O)N1CCOCC1 (configuration not stated)	-11	7	4	-10
-0.1	-1	3	-8	2	8	CCCS(=O)(=O)N1CCCC(C(=O)NCCN2CCOCC2)C1 (configuration not stated)	0	1	5	5
0.4	-2	-1	-3	0	8	CC1CCN(c2ccc(NC(=S)NC(=O)c3ccco3)cc2)CC1	0	6	2	13
0.3	-8	1	1	0	1	C/C(=N\OCC(=O)Nn1c(C)nc2ccccc2c1=O)c1ccccc1	-1	12	-1	2
-1.3	7	5	0	-61	-11	CC(C)(C)c1cc(C(=O)N/N=C/c2ccc(O)cc2)n(-c2ccccc2)n1	-59	-4	-1	-3
0.9	6	-1	-1	0	4	COc1ccccc1C(=O)NCCC(=O)N1CCN(C(C)=O)CC1	-4	17	3	-1
0.8	14	2	0	-2	5	O=C(Nc1ccc(Cl)cc1)Nc1ccon1	-8	-3	2	7
0.5	4	5	1	0	-4	CC(=O)OCC(OC(C)=O)C(OC(C)=O)C(OC(C)=O)C(=O)Nc1ccc(C)cc1C (configuration not stated)	1	-5	0	8
0.3	-5	-1	-4	0	-5	O=C(CSc1nnc(-c2cccs2)o1)N1CCc2ccccc21	0	-6	-1	-1
0.5	-6	4	0	-1	-1	COC(=O)[C@]12C[C@H](CC(=O)N3CCCCC3)C(=O)N(Cc3ccc4c(c3)OCO4)C1=C[C@H](C(C)(C)C)O[C@@H]2C	-3	2	14	1
-0.3	-10	7	-4	2	-4	COc1ccc(OC)c(N2C(=O)CC(Cc3ccc(C)cc3)C2=O)c1 (configuration not stated)	1	-2	11	-3
0.6	17	-1	-4	4	-2	CCN(CC)S(=O)(=O)c1ccc(C(=O)N(c2ccc(C)cc2)C2C=CS(=O)(=O)C2)cc1 (configuration not stated)	1	-1	3	3
-0.1	-2	-1	6	1	2	O=C(c1cccs1)N1CCN(C(=O)c2cn(-c3ccccc3)nc2-c2ccccc2)CC1	12*	8	-1	2
0.5	.	-5	-7	2	9	CCN1CCCCC(NC(=O)c2ccc(F)cc2)C1=O (configuration not stated)	1	.	0	5
0.2	-1	3	0	-2	-2	O=C(Nc1ccccn1)c1ccc(Cl)c(S(=O)(=O)N2CCOCC2)c1	-1	7	1	-2
-0.3	-3	0	-3	2	-2	O=C(CCCOc1ccc(Cl)cc1Cl)N1CCN(c2ccccn2)CC1	-5	22	-4	3
0.1	-2	2	-5	-1	0	O=S1(=O)N[C@@H](Cc2ccccc2)COc2cc(N3CC[C@H](O)C3)ccc21	-2	-8	19	-4

Other structures:
KLK7 zymogen act	ASAP1 inh	MBD2 inh	ADAM17 inh	PLC-gamma1 inh	DDE Tn7 FP inh	SMILES	PLC-beta3 inh	ARFGAP1 inh	UHRF1 binding	DDE Tn6 FP inh
0.1	5	-3	7	7	-4	C[N+]1(C)CCCC(OC(=O)C(O)(c2ccccc2)c2ccccc2)C1 (configuration not stated)	6	0	3	0
0.7	20	-4	11*	6	-19	CCN1C(=O)C(CC(=O)Nc2ccc(OC)cc2)N(CCc2ccc(OC)cc2)C1=S (configuration not stated)	14*	9	7	-6
-125	5	1	-32	-236	-2	C=CCc1cccc(C=Nc2cccn3cc(-c4ccccc4)nc23)c1O	-316	8	9	-1
0.0	-15	-6	-5	-12	8	Cc1ccc(CN2C(=O)S/C(=C\c3ccccc3OCC(=O)O)C2=O)cc1	-13	-13	-4	3

3 compounds from above, sorted by molecular weight, lowest first:
KLK7 zymogen act	ASAP1 inh	MBD2 inh	ADAM17 inh	PLC-gamma1 inh	DDE Tn7 FP inh	SMILES	PLC-beta3 inh	ARFGAP1 inh	UHRF1 binding	DDE Tn6 FP inh
0.1	-2	2	-5	-1	0	O=S1(=O)N[C@@H](Cc2ccccc2)COc2cc(N3CC[C@H](O)C3)ccc21	-2	-8	19	-4
0.0	-15	-6	-5	-12	8	Cc1ccc(CN2C(=O)S/C(=C\c3ccccc3OCC(=O)O)C2=O)cc1	-13	-13	-4	3
-0.3	-3	0	-3	2	-2	O=C(CCCOc1ccc(Cl)cc1Cl)N1CCN(c2ccccn2)CC1	-5	22	-4	3

Compound activity from PubChem BioAssay.

Outcome played no part in choosing rows; overall some 4.1% were active at least once.
